# Kir21 inh = inhibitors of mouse Kir2.1 inward-rectifier potassium channel. Inward rectifier potassium channel 2 (Mus musculus), P35561. HEK293-Kir2.1, FluxOR thallium flux fluorescence; active compounds read low. B-score at 10 µM. 0.85% of 310,000 active. AID 1672, 2009;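 active = fluorescence ratio B-score at or below minus 3 SD of library scores, with starting-brightness B-score within 2 SD, cut at about -4.2 in these data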;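 note: channel flux triggered by added potassium and thallium sulfate stimulus; B-score of peak minus minimum fluorescence over baseline after thallium stimulus; more negative B-score means stronger Kir2.1 block with less thallium influx; some compounds called inactive have numbers as strong as hits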
# Target sequence (P35561 whole entry, looked up): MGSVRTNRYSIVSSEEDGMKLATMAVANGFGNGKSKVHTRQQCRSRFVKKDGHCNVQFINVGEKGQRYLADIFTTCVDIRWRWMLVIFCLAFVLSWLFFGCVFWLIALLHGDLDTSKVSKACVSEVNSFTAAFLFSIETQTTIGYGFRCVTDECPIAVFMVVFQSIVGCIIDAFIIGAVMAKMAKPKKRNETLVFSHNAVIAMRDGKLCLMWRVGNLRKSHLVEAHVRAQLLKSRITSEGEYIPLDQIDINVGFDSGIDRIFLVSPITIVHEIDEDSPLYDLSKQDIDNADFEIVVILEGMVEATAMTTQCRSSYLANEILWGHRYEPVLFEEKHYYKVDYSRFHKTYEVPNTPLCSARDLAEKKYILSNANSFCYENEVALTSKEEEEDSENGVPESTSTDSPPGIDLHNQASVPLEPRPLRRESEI
# STK33 kinase inh = inhibitors of purified STK33 kinase, primary screen, biochemical, ADP-Glo luminescence, homogeneous, cell-free | inhibition, % at 10 µM | MBP phosphorylation | 0.073% of 320,000 active | Serine/threonine-protein kinase 33 (Homo sapiens), Q9BYT3 | AID 2661, 2010;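 active = inhibition at or above 25%, using the most active replicate where run in duplicate; inactive = inhibition below 25%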
# Target sequence (Q9BYT3 whole entry, looked up): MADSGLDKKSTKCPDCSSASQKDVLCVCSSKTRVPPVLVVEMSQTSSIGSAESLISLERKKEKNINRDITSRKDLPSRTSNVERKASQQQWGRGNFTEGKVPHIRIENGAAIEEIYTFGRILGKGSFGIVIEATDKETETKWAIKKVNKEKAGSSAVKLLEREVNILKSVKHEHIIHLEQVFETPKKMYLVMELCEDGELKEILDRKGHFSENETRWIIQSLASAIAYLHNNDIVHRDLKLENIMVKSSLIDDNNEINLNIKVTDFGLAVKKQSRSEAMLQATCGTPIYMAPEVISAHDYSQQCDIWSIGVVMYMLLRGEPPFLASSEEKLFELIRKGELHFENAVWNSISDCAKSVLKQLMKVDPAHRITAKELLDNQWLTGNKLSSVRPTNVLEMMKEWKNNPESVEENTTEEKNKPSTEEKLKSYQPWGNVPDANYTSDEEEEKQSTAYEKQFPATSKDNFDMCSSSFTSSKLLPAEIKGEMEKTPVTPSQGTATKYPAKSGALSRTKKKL
# KCNQ2 inh = KCNQ2 potassium channel inhibitors, primary screen, cell-based, CHO-K1, FluxOR thallium flux, B-score (AID 2156); Potassium voltage-gated channel subfamily KQT member 2 (Rattus norvegicus), O88943; 20 min; active compounds read low; B-score at 10 µM; 1.1% of 310,000 active;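 active = fluorescence ratio B-score at most minus 3 library SDs, with starting brightness B-score within 2 library SDs, cut at about -5.5 in these data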
# * marks the source's active call; other numbers are inactive results; i = inactive; nt = not tested or not shown.
SMILES,Kir21 inh,STK33 kinase inh,KCNQ2 inh
Cc1ccc(CSCC(=O)Nc2ccc(N3CCOCC3)cc2N2CCOCC2)cc1,-0.51,-1.0,i
COc1ccc(Cl)cc1NS(=O)(=O)N1CCOCC1,-1.1,-2.3,i
CCOc1ccc(CCNC(=O)C2CCCN2C(=O)OCc2ccccc2)cc1OCC (configuration not stated),0.14,1.1,i
O=C(COc1ccc(Cl)cc1Cl)N1CCN(c2ccccn2)CC1,-0.33,0.5,i
C=C(C)Cn1c(N2CCN(CC)CC2)nc2c1c(=O)[nH]c(=O)n2C,0.91,-1.4,i
CC1CCC(N2CCN(S(=O)(=O)Cc3ccccc3)CC2)CC1 (configuration not stated),-0.31,-3.1,i
COc1ccc(C(=O)CSc2nc(C(C)(C)C)nc3ccccc23)cc1,0.69,-0.5,i
O=C1CCCC/C1=C\Nc1ccc(C(=O)O)c(O)c1,-0.04,1.3,i
CC(=O)N1CCc2cc(Br)cc(S(=O)(=O)N3CCN(C(=O)c4ccco4)CC3)c21,-0.93,-1.9,i
Cc1nnc(SCc2nc3ccccc3[nH]2)s1,-0.34,-0.7,i
COc1ccc(CCNC(=O)Cn2cccc2C(=O)c2ccccc2)cc1OC,1.1,0.1,i
COc1ccc(CCNS(=O)(=O)c2ccc3c(c2)CCN3C(=O)CCC(=O)O)cc1OC,-0.85,4.2,i
OC(COCc1ccccc1)CN1CCN(c2ccccc2F)CC1 (configuration not stated),-0.11,-0.2,i
CC(OC(=O)CCN=C1NS(=O)(=O)c2ccccc21)C(=O)Nc1ccc(N(C)C)cc1 (configuration not stated),-2.5,-0.5,i
CN(Cc1ccccc1)S(=O)(=O)c1cccc2nsnc12,1,-1.7,i
CC1CC(C)(C)CC2(C1)NC(=O)N(CC(=O)NCc1ccccc1F)C2=O (configuration not stated),0,-1.1,i
C#CCN(C(=O)c1ccc(OC2CCN(Cc3ccccn3)CC2)cc1)C1CCCCC1,-0.56,-2.7,i
O=C(NC1CCCCC1)NC1CC2CCC(C1)N2C(=O)NCc1ccccc1 (configuration not stated),-0.24,-0.5,i
Cc1cc(C)c(C(=O)N2CCCC(Nc3ccc(F)cc3)C2)o1 (configuration not stated),-3.2,-1.1,i
Nc1c(-c2ccccc2)n[nH]c1-c1ccccc1,-0.19,-0.2,i
COc1ccc(OC)c(-c2cc(C(F)(F)F)c3c(n2)sc2c(O)cc(=O)[nH]c23)c1,-3,-1.4,i
COCC(=O)Nc1ccccc1-c1ccccc1,1.2,-1.8,i
COc1ccc(CNC(=O)CCC(=O)N2CCN(S(=O)(=O)c3ccc(Cl)cc3)CC2)cc1,0.49,-1.7,i
Cc1cc(N(C)C)c(C#N)c(N2CCOCC2)n1,1.5,0.3,i
CCN1CCN(Cc2ccccc2NC(=O)Nc2ccc(C)cc2)CC1,0.74,-0.5,i
CCN(Cc1ccncc1)Cc1cn[nH]c1-c1cc(OC)c(OC)c(OC)c1,-0.36,0.3,i
CC(C)C1CC(CCN2CCCCC2)(c2ccccc2)CCO1 (configuration not stated),-1.2,-1.2,i
Cc1cc(NC(=O)CSc2nccn2C)n(-c2ccccc2)n1,0.92,-0.5,i
CC(C)c1nc(SCC(=O)Nc2c[nH]c(=O)[nH]c2=O)c2cnn(-c3ccccc3)c2n1,-1.1,-0.4,i
CCN(CC(=O)Nc1c(F)cccc1F)C(=O)CN1C(=O)c2ccccc2C1=O,0.38,-1.3,i
COc1cccc(NC(=O)c2ccccc2SC)c1,0.06,-0.5,i
CCS(=O)(=O)N1CCC(C(=O)NCC2CCCO2)CC1 (configuration not stated),1.8,-0.8,i
COc1ccc(N(CC(=O)Nc2ccccc2C(=O)NCc2ccco2)S(C)(=O)=O)cc1,0.46,0.1,i
CCCCC(CC)C1OCC(C[N+]2(C)CCOCC2)O1 (configuration not stated),-0.5,-1.6,i
CCCS(=O)(=O)N1CCCC(C(=O)NCCCN(Cc2ccccc2)C(C)C)C1 (configuration not stated),0.67,-1.2,i
COc1ccccc1NC(=O)NCC(c1ccco1)N1CCCCC1 (configuration not stated),-0.42,-0.4,i
Cc1ccc2cc(CN(c3ccc(C)c(C)c3)S(C)(=O)=O)c(=O)[nH]c2c1,-0.6,4.2,i
CCOc1ccc(CN2CCNC(=O)C2CC(=O)N(C)C2CCCCC2)cc1 (configuration not stated),0.11,-0.9,i
COc1ccc(CCn2cnc3c([nH]c4ccccc43)c2=O)cc1,0.42,0.6,i
CC(NC(=O)C1CCC(=O)N1Cc1ccccc1Cl)c1ccccc1 (configuration not stated),-3.9,-1.6,i
Cn1c[n+](C)cc1-c1ccc(/C(N)=N/O)cc1,0.08,-1.9,i
CCN(Cc1ccccc1)C(=O)c1cc2c(=O)oc3ccc(C)cc3c2s1,-0.16,-1.1,i
CCCCc1cc(=O)oc2cc(C)cc(OCC(=O)NCC3CCC(C(=O)O)CC3)c12 (configuration not stated),1.7,-2.1,i
CCOc1ccsc1C(=O)O,1.6,1.0,i
Cc1cccn2c(=O)c(/C=C(\C#N)C(N)=O)c(N3CCN(c4cccc(Cl)c4)CC3)nc12,1.4,0.2,i
COc1cccc(NC(=O)CSc2nc3c(sc4ccccc43)c(=O)n2CCN(C)C)c1,-0.65,1.3,i
O=S(=O)(c1cc(Cl)ccc1Cl)N1CC2CCCN2c2ccc(C(F)(F)F)cc21 (configuration not stated),-0.68,-0.3,i
COC(=O)C1C2C=CC3(CN(Cc4ccco4)C(=O)C13)O2 (configuration not stated),3.1,1.2,i
C=CCN(c1ccc(C(=O)OC)cc1)S(=O)(=O)c1ccccc1,0.48,-0.7,i
COc1ccc(C(=O)NC(=S)Nc2ccccc2N2CCOCC2)cc1Br,0.76,-1.9,i
COc1cc(/C=C/CN2CCC(Oc3ccc(C(=O)N4CCCC4)cc3)CC2)ccc1O,0.68,nt,i
COc1cccc(C(=O)NC(=S)Nc2ccccc2N2CCCC2)c1,0.91,-0.7,i
CC(=O)C(Cc1ccc(Cl)nc1)Cc1ccc(Cl)nc1,-0.15,-0.1,i
CC(C)CN(C(=O)Cn1c(C(F)(F)F)nc2ccccc21)C1CCS(=O)(=O)C1 (configuration not stated),0.01,nt,i
CC(=O)Nc1ccc(-c2sc(Nc3cccc4ccccc34)n[n+]2-c2ccccc2)cc1,-0.14,-0.2,i
COc1ccc(/C=C2\C(=N)N3N=C(CC(=O)N4CCOCC4)SC3=NC2=O)cc1,0,0.6,i
CN(C)c1ccc(CNCC2CCCO2)cc1 (configuration not stated),1.6,-1.8,i
CCC(C)COC(c1ccccc1)(c1ccccc1)C(Oc1nc(C)cc(C)n1)C(=O)O (configuration not stated),1,-2.1,i
Cc1ccc(Sc2ccc(CN3CCCCC3)cc2[N+](=O)[O-])cc1,0.51,-0.7,i
COc1cc(-c2nc(Cc3c(F)cccc3Cl)no2)cc(OC)c1OC,-0.55,0.4,i

# An excerpt of these results, with bars between the fields.
molecule | Kir21 inh | STK33 kinase inh | KCNQ2 inh
CCC(C)COC(c1ccccc1)(c1ccccc1)C(Oc1nc(C)cc(C)n1)C(=O)O (configuration not stated) | 1 | -2.1 | i
Cc1ccc(Sc2ccc(CN3CCCCC3)cc2[N+](=O)[O-])cc1 | 0.51 | -0.7 | i

# The listing continues.
SMILES,Kir21 inh,STK33 kinase inh,KCNQ2 inh
CCOC(=O)c1nn(-c2ccc(Cl)cc2)c2nc(Nc3ccccc3)cc(=O)n12,-0.93,1.1,i
Cc1ccc(NC(=O)CCC(=O)c2cccs2)cc1,-0.18,-1.6,i
NC(=O)Cn1c(-c2nonc2N)nc2ccccc21,1.6,-1.7,i
CCOC(=O)c1cc(NC(=O)N2CCCCC2)c(C)nc1C,-0.7,-4.2,i
COC(=O)Nc1ccc(S(=O)(=O)N2CCCC(C(=O)N3CCOCC3)C2)cc1 (configuration not stated),-1.1,-1.8,i
CC(C)CC(=O)Nc1nnc(SCC(=O)NCc2ccco2)s1,0.95,-2.3,i
O=C1CCCN1c1ccc(C(=O)N(Cc2nnc(-c3ccc(Cl)cc3)o2)C2CC2)cc1,4,-0.8,i
COc1cccc(C(=O)Nc2ccc(NC(=O)C3CCCCC3)nc2)c1,0.93,nt,i
Cc1ccc(CNC(=O)c2cc3c(s2)CS(=O)(=O)C3)cc1,-1.1,0.2,i
CC(=O)Nc1ccc(S(=O)(=O)N2CCN(c3cc(C)nc4ccccc34)CC2)cc1,3,0.1,i
C=CCN1C(=O)C2C3C=CC(C2C1=O)C1C2C(=O)N(CC=C)C(=O)C2C31 (configuration not stated),0.18,0.7,i
CNC(=O)N(O)C1N(C)C(=O)N(CC(=O)OC)C1(C)C (configuration not stated),-2.4,-1.1,i
CCOC(=O)C1CCCN(Cc2nc3ccc([N+](=O)[O-])cc3c(=O)n2-c2ccc(OC)cc2OC)C1 (configuration not stated),-0.62,-1.1,i
CSCCC(NC(=O)c1cccc(S(=O)(=O)N2CCOCC2)c1)C(=O)Nc1ccc(F)cc1 (configuration not stated),-0.17,-1.2,i
CC(C)CC(=O)Nc1nnc(SCC(=O)NCc2ccc3c(c2)OCO3)s1,-0.67,-0.1,i
O=C(COC(=O)c1cc([N+](=O)[O-])ccc1N1CCOCC1)Nc1c(Cl)cccc1Cl,-0.46,-2.1,i
COc1ccc(C(=O)NCCNC(C)=O)cc1S(=O)(=O)NCc1ccc(Cl)cc1,-0.57,-0.8,i
Cc1cccc(NC(=O)c2cc(=O)c3ccccc3o2)c1,-1.2,-0.4,i
CN(C)S(=O)(=O)n1cc(/C=C(\NC(=O)c2ccccc2Cl)C(=O)N2CCOCC2)c2ccccc21,-0.05,-2.1,i
Cc1ccc(S(=O)(=O)/N=C2/NC(=O)/C(=C/c3cccnc3)S2)cc1,0.87,2.6,i
Cc1ccccc1OCC(=O)Nc1ccc(NC(=O)c2ccco2)cc1,-0.03,0.3,i
Cc1cc(=O)[nH]c(CN2CCOCC2)n1,1.9,0.2,i
CN(C)CCCN(C(=O)c1ccco1)c1nc2ccc(Br)cc2s1,-3.8,-0.2,i
CNC(=O)c1cc(-c2ccc(Cl)cc2)n(-c2ccccc2)n1,0.02,0.1,i
CCCc1c2c(cc3c(=O)cc(C(=O)OCC)oc13)CCCC2,-0.88,-2.3,i
CCCCn1c(N)c(N(CC(C)C)C(=O)COC(=O)c2ccccc2NCCO)c(=O)[nH]c1=O,0,-1.7,i
N#C/C(=C\c1cccc([N+](=O)[O-])c1)c1ccccn1,1.3,0.0,i
CCn1cc(CNC(=O)CCSc2nc(-c3ccco3)cc(C(F)(F)F)n2)cn1,0.95,-3.5,i
CCC1SC(CC)C(=O)N(CC(=O)NCCc2ccccc2)C1=O (configuration not stated),1.9,-0.9,i
COc1cc(C2N(c3ccccc3)CCN2c2ccccc2)cc(OC)c1OC,-1.1,1.0,i
C=CCNC(=O)C1CCN(c2c([N+](=O)[O-])cc(C(F)(F)F)cc2[N+](=O)[O-])CC1,-0.5,-0.9,i
CC1(NC(=O)CC[N+](C)(C)CCO)CS(=O)(=O)CC1S(=O)(=O)[O-] (configuration not stated),0.1,0.2,i
COc1ccc(OC(=O)C(C)N2C(=O)c3ccccc3C2=O)cc1 (configuration not stated),-0.04,-19,i
O=C(O)CCNS(=O)(=O)c1cccc(Br)c1,0.47,-0.7,i
O=C1c2ccccc2-c2cccc(C(=O)N3CCCCCC3)c21,-0.8,-1.6,i
O=C(Nc1c2c(nn1-c1ccccc1)CS(=O)(=O)C2)C1CCCC1,1.2,-1.2,i
COc1ccc(NC2CCCN(C(=O)CCc3ccccc3F)C2)cc1 (configuration not stated),-1.9,0.8,i
CCOc1ncnc2c1oc1nc(CC(C)C)c3c(c12)CC(C)(C)OC3,0.18,-0.5,i
COc1ccc(NC(C)=O)cc1NC(=O)C1CCN(C(=O)Nc2ccccc2)CC1,0.22,-1.5,i
Cc1ccc2nc(C)c(C(=O)N/N=C/c3ccco3)cc2c1,0.55,0.0,i

# Record cards (already shown). Values in the order: Kir21 inh, STK33 kinase inh, KCNQ2 inh
# Cc1ccccc1OCC(=O)Nc1ccc(NC(=O)c2ccco2)cc1 reads -0.03, 0.3, i
# O=C(Nc1c2c(nn1-c1ccccc1)CS(=O)(=O)C2)C1CCCC1 reads 1.2, -1.2, i
# C=CCNC(=O)C1CCN(c2c([N+](=O)[O-])cc(C(F)(F)F)cc2[N+](=O)[O-])CC1 reads -0.5, -0.9, i
# COc1ccc(NC(C)=O)cc1NC(=O)C1CCN(C(=O)Nc2ccccc2)CC1 reads 0.22, -1.5, i
# CNC(=O)c1cc(-c2ccc(Cl)cc2)n(-c2ccccc2)n1 reads 0.02, 0.1, i

# More entries
SMILES,Kir21 inh,STK33 kinase inh,KCNQ2 inh
COC(=O)C1=C(C)NC2=C(C(=O)c3ccccc32)C1c1cccc(OC)c1 (configuration not stated),0.94,-0.8,i
CCN1CCN(C(=O)c2cc(-c3ccc(Cl)s3)nc3ccccc23)CC1,-3,nt,i
CC(=O)N/C(=C/c1ccc2c(c1)OCO2)C(=O)NCCCO,-1.5,1.0,i
COc1ccc(NC(=O)[C@@H]2CC=C[C@@H]3CCN(Cc4ccc(Cl)c(Cl)c4)C(=O)[C@@H]32)cc1,0.34,-2.0,i

# Assay outcomes (PubChem BioAssay)

# Compounds as they come; any-hit rate near 1.9%.
